Bioassay records from PubChem.
Growth percent in the NCI-60 one-dose screen (48 h, 10 µM unless noted): 100 = growth as untreated, 0 = no growth, -100 = all killed.
IGROV1 = IGROV1 ovarian cancer. AID 1794786. 79,000 tested, 4.7% active
NCI/ADR-RES = NCI/ADR-RES ovarian cells; 81,000 tested, 4.4% active; AID 1794790
COLO 205 = COLO 205 colon cancer. 79,000 tested, 7.3% active
NCI-H522 = NCI-H522 lung cancer. 78,000 tested, 8% active. AID 1794739
NCI-H322M = NCI-H322M lung cancer; 80,000 tested, 2.7% active; AID 1794733
NCI-H460 = NCI-H460 lung cancer; 82,000 tested, 6.8% active; AID 1794736
NCI-H226 = NCI-H226 lung cancer | 79,000 tested, 3.5% active
SK-OV-3 = SK-OV-3 ovarian cancer cells; 80,000 tested, 3.2% active
NCI-H23 = NCI-H23 lung cancer. 80,000 tested, 4% active
Numbers without * were called inactive; / = not tested or not shown; & = joins results of further samples; ! = a repeat was not active. Rule for the calls: active = growth percent below 10; inactive = the rest.

Results follow in this order: SK-OV-3	IGROV1	COLO 205	NCI-H522	NCI-H226	NCI-H23	NCI/ADR-RES	NCI-H460	NCI-H322M
1. O=C(Nc1ccc(C(=O)/C=C/c2ccc(N3CCOCC3)cc2)cc1)Nc1ccc([N+](=O)[O-])cc1
    91	72	109	84	45	83	99	68	63
2. O=C(Nc1cccc2cccnc12)c1cc(C(=O)c2ccc(Br)cc2)n2ccccc12
    98	102	116	93	96	105	101	104	103
3. CC(=O)O[C@H]1C(=O)[C@@]2(C)[C@H]([C@H](OC(=O)c3ccccc3)[C@]3(O)C[C@H](OC(=O)[C@H](O)[C@@H](NC(=O)c4ccccc4)c4ccccc4)C(C)=C1C3(C)C)[C@]1(OC(C)=O)CO[C@@H]1C[C@@H]2O
    13&43	-25*!	-37*	-16*!	31&77	35&40	9.9*	6.6*	30&21
4. C=CCN1C(=O)c2cccc3c(N4CCCC4)ccc(c23)C1=O
    101	110	96	76	92	94	89	102	103
5. CC(=O)OC(Cc1ccccc1)(c1ccccc1)C(C)CN1CCN(C)CC1 (centres undefined)
    112	96	112	104	91	91	87	105	101
6. COc1cc2ncnc(Nc3ccc(C(=O)/C=C/c4cc(OC)c(OC)c(OC)c4)cc3)c2cc1OC
    108	88	131	77	114	94	98	97	91
7. CC(C)(C)n1cc(-c2ccnc(NCCCNS(=O)(=O)c3ccc(Br)cc3)c2)c(-c2cccc(F)c2)n1
    101	78	57	87	84	78	74	73	101
8. Oc1ccc(/C=C/c2ccc(O)cc2)cc1
    100	44	134	-0.1*	91	62	20	35	58
9. O=C(CCCN1CCN(c2ccccn2)CC1)c1ccc(F)cc1
    115&101	99&109	124&105	96&75	95&98	98&110	94&101	119&112	117&102
10. c1ccc(CNc2ncnc3nc[nH]c23)cc1
    104	110	106	88	95	101	109	110	115
11. Nc1cc(O)cc(O)c1
    99	100	102	94	107	94	100	106	104
12. O=C(O)c1cccc([N+](=O)[O-])c1-c1c(C(=O)O)cccc1[N+](=O)[O-]
    125	/	114	97	104	100	106	103	114
13. C=C[C@@]12CN3CC[C@]1(O)[C@@](C(=O)OC)(CO2)c1[nH]c2ccccc2c1C3
    115	95	34	22	83	78	49	87	94
14. O=S(=O)(Nc1cccc(S(=O)(=O)N2CCCCC2)c1)c1ccc(Cl)cc1
    98	102	112	87	100	98	98	109	124
15. COc1cccc(Sc2ccc([N+](=O)[O-])c3no[n+]([O-])c23)c1
    78	/	-42*	-20*	85	69	43	96	89
16. COc1cc(/C=C2\C(=O)Nc3cc(Cl)ccc32)ccc1OCc1ccc(Cl)cc1
    101	72	113	96	95	99	100	90	95
17. COc1ccc(Cn2cc(C(=O)N=Nc3c(O)[nH]c4ccc(Br)cc34)nn2)cc1
    108	105	115	89	98	102	103	111	102
18. CCOn1nnc2c(Cl)c3[nH]ccc(=O)c3cc21
    92	97	102	126	97	99	102	111	110
19. O=C1NC(=Nc2ccc(Cl)cc2)S/C1=C\c1cccs1
    113	97	117	89	112	90	95	103	101
20. Nc1ncnc2c1ncn2C1(CO)OCC(O)C(O)C1O (centres undefined)
    98	105	113	82	107	97	99	107	/
21. CCCO/N=C/c1cccc(C)n1
    115	103	122	106	106	101	97	110	122
22. COc1ccc(-c2cc(-c3cc(OC)c(OC)c(OC)c3)c(C#N)c(=O)n2CCCCCC(=O)NO)cc1
    122	101	120	89	92	97	96	97	96
23. O=[N+]([O-])c1ccccc1Nc1cccc2ccccc12
    95	85	106	100	77	90	96	95	90
24. O=C(O)c1ccc(C(=O)O)c(C(=O)c2ccc(NC(=O)c3ccccc3)cc2)c1
    109	118	118	108	109	102	109	104	111
25. c1ccc(CSCc2ccccc2)cc1
    110	71	117	69	98	103	108	106	114
26. S=C(c1cccs1)N1CCN(c2cccc(Cl)c2)CC1
    107	90	107	81	93	99	104	105	122
27. Cc1ccc(C(=O)C[n+]2cn(CC(=O)Nc3cccc4cccnc34)c3ccccc32)cc1
    103	49	79	73	96	95	103	98	96
28. Cn1c(=O)c(C#N)c(-c2ccco2)n2c(S(=O)(=O)Cc3ccccc3)nnc12
    111	/	111	81	122	94	90	80	89
29. CCCc1cc2c(cc1NC(=O)Cc1ccccc1)OCO2
    88	100	99	88	98	104	108	106	105
30. Cc1nn(-c2ccccc2)c2nc3nc4c(c(N)c3c(-c3ccc(Cl)cc3)c12)CCCC4
    101	104	94	91	83	/	106	97	/

Sorted by formula weight (high to low): 4 of the compounds above
Results follow in this order: SK-OV-3	IGROV1	COLO 205	NCI-H522	NCI-H226	NCI-H23	NCI/ADR-RES	NCI-H460	NCI-H322M
7. CC(C)(C)n1cc(-c2ccnc(NCCCNS(=O)(=O)c3ccc(Br)cc3)c2)c(-c2cccc(F)c2)n1
    101	78	57	87	84	78	74	73	101
16. COc1cc(/C=C2\C(=O)Nc3cc(Cl)ccc32)ccc1OCc1ccc(Cl)cc1
    101	72	113	96	95	99	100	90	95
15. COc1cccc(Sc2ccc([N+](=O)[O-])c3no[n+]([O-])c23)c1
    78	/	-42*	-20*	85	69	43	96	89
20. Nc1ncnc2c1ncn2C1(CO)OCC(O)C(O)C1O (centres undefined)
    98	105	113	82	107	97	99	107	/

(listing goes on)
Results follow in this order: SK-OV-3	IGROV1	COLO 205	NCI-H522	NCI-H226	NCI-H23	NCI/ADR-RES	NCI-H460	NCI-H322M
31. O=C1Nc2ccc(F)cc2/C1=N/c1n[nH]c(=S)s1
    139	99	121	89	101	101	103	97	103
32. COc1cc(Cl)c(C)cc1NC(=O)CC(C)=O
    94	90	108	92	98	104	110	107	104
33. CN1CCc2c(c3ccccc3c3ccccc23)C1
    63	61	22	49	/	74	45	28	51
34. Cn1c(=O)cc(Cl)c2ccccc21
    100	95	/	79	88	96	97	105	91
35. O=C1Nc2cnc(Cl)nc2Nc2ccc(Cl)cc21
    114	102	116	/	103	100	106	108	102
36. N#Cc1c(-c2ccc(F)cc2)n2c(nc1=O)SC(=O)C2
    126	117	125	108	99	104	103	112	111
37. CCOC(=O)C1=C(N)N(c2ccc(Cl)cc2)C2=C(C(=O)CC(C)(C)C2)C1c1ccccn1 (centres undefined)
    117	105	97	89	101	105	96	108	102
38. Cc1cc(C)c(F)c(C)c1N
    103	115	111	101	103	103	106	101	107
39. O=c1c(/C=c2\sc3nc4ccccc4n3c2=O)coc2ccccc12
    102	99	104	97	96	/	102	104	92
40. CCCCCC/C=C\CCCCCCCCOc1ccc(CCOP(=O)(O)OCC[N+](C)(C)C)cc1
    /	43	86	59	102	99	100	27	105
41. COc1cc(N2C(=O)[C@H](c3ccccc3)C2c2ccc(SC)cc2)cc(OC)c1OC (some centres undefined)
    8.1*	14	-52*	-9.4*	56	16	9.9*	5.0*	38
42. COc1ccc(OC)c(/C=C/c2nc3ccccc3c(=O)n2-c2ccc(C#Cc3ccc4cc(OC)ccc4c3)cc2C)c1
    98	115	104	94	95	97	106	128	126
43. Cc1cccc2c3c(sc12)C(c1ccc(Cl)cc1)C(C#N)=C(N)O3 (centres undefined)
    60	24	-21*	14	26	21	9.1*	9.2*	49
44. CCN(CCO)CC(O)Cn1cnc2c(N)ncnc21 (centres undefined)
    100	119	109	101	108	107	113	112	112
45. CCN(CC)C(=O)/C=C/c1ccccc1
    105	112	133	113	108	104	106	122	76
46. O=C(CCCCC(=O)OCC1CCCO1)OCC1CCCO1 (centres undefined)
    109	115	123	100	99	102	99	107	107
47. COc1ccc(/C=c2/nc3n(-c4ccccc4)c4nc5c(n4n-3c2=O)C(=N)C(=S)N5)cc1
    97	92	111	90	80	98	101	106	101
48. Clc1ccc(/C=C(/C2=NCCN2)n2ccc3ccccc32)cc1
    85	64	71	80	71	87	78	83	82
49. CS(=O)(=O)Nc1ccc(C(=O)Nc2cc(Cl)ccc2Oc2ccccc2)cc1
    98	92	106	81	94	94	99	99	82
50. COc1cc(CNC(=O)CCCCC[P+](c2ccccc2)(c2ccccc2)c2ccccc2)c(OC)c2c1OCO2
    127	42	46	53	88	67	105	79	97
51. Nc1ncccc1O
    107	67	93	61	94	78	77	49	99
52. N#Cc1nc(-c2ccccc2)oc1NCC(c1ccco1)N1CCCC1 (centres undefined)
    95	94	99	77	88	94	93	104	102
53. COc1ccc(C2CC(=O)Nc3c2c(C)nn3-c2ccc(Cl)nn2)cc1 (centres undefined)
    133	93	105	90	90	98	91	100	93
54. COc1ccc(C(=O)/C=C/c2cn(-c3ccc(F)cc3)nc2-c2ccc(S(C)(=O)=O)cc2)cc1
    115	82	112	83	89	69	53	77	86
55. C=CC(=O)OCCOCc1ccccc1
    92	104	116	94	105	108	104	101	104
56. O=C(Cn1c[n+](CC(=O)c2ccc(Cl)cc2)c2ccccc21)Nc1cccc2cccnc12
    90	50	77	76	85	89	98	99	92
57. COc1cc(-c2ccc3ncnc(N4CCc5ccc(Cl)cc54)c3c2)cnc1Cl
    17	-44*	32	39	19	20	27	12	16
58. Clc1ccc(-c2nc(C(Cl)Cl)nc3cc(-c4ccccc4)nn23)cc1
    19	55	-8.4*	23	85	-3.7*	20	-55*	-51*
59. NC(=O)c1cc(Br)cc(Br)c1O
    105	94	111	71	100	97	100	111	90
60. C#CCOc1cc(-c2nc3sccn3c2-c2ccnc(SC)n2)ccc1F
    111	86	107	81	90	101	87	97	92
61. CC(=O)c1c(C)[nH]c(C(=O)O)c1C
    101	108	107	96	99	103	112	107	108
62. CC(NCCOC(=O)c1ccc([N+](=O)[O-])cc1)c1ccccc1 (centres undefined)
    104	114	113	/	113	111	116	109	108
63. CC1CCC(=O)N1c1ccc(N)cc1 (centres undefined)
    99	101	104	85	100	103	106	106	96
64. Cc1ccc(NC(=O)OCCN(C)C(=O)Nc2ccc(C)cc2C)c(C)c1
    104	98	94	/	93	104	98	102	95
65. Cc1c([C@H](C(Cl)Cl)[C@H](O)[C@H]2C[C@H](C)C(=O)O2)ccc2c1C(=O)[C@H]1[C@H]2C[C@@H](Br)[C@@]23O[C@@H](CO[C@H]2O)CC13C (some centres undefined)
    /	36	/	/	43	20	31	/	33
66. CC(=O)c1ccc(Oc2nc(CNc3ccc(S(N)(=O)=O)cc3)nc3ccccc23)cc1
    110	110	112	88	101	/	104	108	106
67. CC(=O)CCc1ccc(O)cc1
    108	/	103	93	104	106	111	104	/
68. O=C(N/N=C\c1ccc(F)cc1)c1ccc2nc(-c3ccc(Cl)cc3)[nH]c2c1
    100	85	104	97	95	98	100	97	100
69. Cc1cc2ccccc2c[n+]1CC(O)c1ccccc1 (centres undefined)
    94	105	107	92	89	102	115	105	109
70. COc1c(O)c2c3c(c1OC)-c1ccccc1CC3N(S(=O)(=O)c1ccc(C)cc1)CC2 (centres undefined)
    49	66	/	20	/	41	40	23	53

Five compounds drawn at random from the list so far, as already listed:
Results follow in this order: SK-OV-3	IGROV1	COLO 205	NCI-H522	NCI-H226	NCI-H23	NCI/ADR-RES	NCI-H460	NCI-H322M
67. CC(=O)CCc1ccc(O)cc1
    108	/	103	93	104	106	111	104	/
65. Cc1c([C@H](C(Cl)Cl)[C@H](O)[C@H]2C[C@H](C)C(=O)O2)ccc2c1C(=O)[C@H]1[C@H]2C[C@@H](Br)[C@@]23O[C@@H](CO[C@H]2O)CC13C (some centres undefined)
    /	36	/	/	43	20	31	/	33
61. CC(=O)c1c(C)[nH]c(C(=O)O)c1C
    101	108	107	96	99	103	112	107	108
69. Cc1cc2ccccc2c[n+]1CC(O)c1ccccc1 (centres undefined)
    94	105	107	92	89	102	115	105	109
68. O=C(N/N=C\c1ccc(F)cc1)c1ccc2nc(-c3ccc(Cl)cc3)[nH]c2c1
    100	85	104	97	95	98	100	97	100
